hcGAS lum = inhibitors of human cGAS. Q8N884. recombinant h-cGAS, ATP depletion, Kinase-Glo luminescence. actives 0.081% (n = 290,000). inhibition, % at 12.5 µM;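 also: 0% = vehicle reaction and 100% = reaction without DNA for no activity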
Target sequence (Q8N884 whole entry, looked up): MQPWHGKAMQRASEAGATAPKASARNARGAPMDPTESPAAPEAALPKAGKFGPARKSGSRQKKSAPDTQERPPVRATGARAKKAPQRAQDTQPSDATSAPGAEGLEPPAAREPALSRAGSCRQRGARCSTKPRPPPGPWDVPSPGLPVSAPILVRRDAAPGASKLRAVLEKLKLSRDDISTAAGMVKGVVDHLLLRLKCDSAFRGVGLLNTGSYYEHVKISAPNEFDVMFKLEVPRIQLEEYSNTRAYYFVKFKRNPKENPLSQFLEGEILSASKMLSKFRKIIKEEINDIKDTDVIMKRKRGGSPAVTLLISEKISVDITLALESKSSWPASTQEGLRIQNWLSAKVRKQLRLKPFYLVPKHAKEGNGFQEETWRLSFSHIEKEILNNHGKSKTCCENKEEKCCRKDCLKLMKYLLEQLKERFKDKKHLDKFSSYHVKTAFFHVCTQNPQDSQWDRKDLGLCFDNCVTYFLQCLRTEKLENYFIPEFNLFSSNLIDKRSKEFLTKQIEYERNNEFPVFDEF
NPYLR7 ag = activates Aedes aegypti NPYLR7 receptor; actives 0.15% (n = 270,000); activation, % at 10 µM; HEK293T NPYLR7/Galpha15, GCaMP6s calcium fluorescence; in the data active = activation above about 40%;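 also: 0% = vehicle and 100% = reference agonist at the receptor; some compounds past the cut are filed as inactive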
mcGAS inh = blocks mouse cGAS activity | Q8C6L5 | recombinant cGAS, Kinase-Glo ATP depletion luminescence | inhibition, % at 12.5 µM | actives 0.15% (n = 160,000);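 also: 0% = negative control wells and 100% = reference inhibitor with no enzyme activity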
An asterisk follows results filed as active; / = not tested or not shown; & = joins results of further samples. Rule as the data show it, unless noted: active = inhibition above about 40%; inactive = the rest.

The opening seven entries (preview)
SMILES	hcGAS lum	NPYLR7 ag	mcGAS inh
O=C(CSc1c(-c2ccccc2)[nH]c2ccccc12)Nc1nccs1	4	7	/
CCOc1cc(-c2n[nH]c(=S)o2)cc(OCC)c1OCC	4	1	/
Clc1nc(N2CCCC2)sc1CNC1COc2ccccc2C1 (centres undefined)	-6	7	-11
c1ccc(-c2ncc3ccccn23)cc1	-4	4	/
COc1cc2ncc(C(=O)c3ccccc3)c(N3CCC(C(N)=O)CC3)c2cc1OC	0	-10	/
CN(C)c1nc(-c2ccncc2)nc2c1CCN(C(=O)CN1CCCC1)C2	-6	4	/
Cn1cc(C=CC(=O)N2CCN(S(=O)(=O)c3ccc(Cl)c(Cl)c3)CC2)cn1	-6	0	-6

Main list, repeating the preview:
SMILES	hcGAS lum	NPYLR7 ag	mcGAS inh
O=C(CSc1c(-c2ccccc2)[nH]c2ccccc12)Nc1nccs1	4	7	/
CCOc1cc(-c2n[nH]c(=S)o2)cc(OCC)c1OCC	4	1	/
Clc1nc(N2CCCC2)sc1CNC1COc2ccccc2C1 (centres undefined)	-6	7	-11
c1ccc(-c2ncc3ccccn23)cc1	-4	4	/
COc1cc2ncc(C(=O)c3ccccc3)c(N3CCC(C(N)=O)CC3)c2cc1OC	0	-10	/
CN(C)c1nc(-c2ccncc2)nc2c1CCN(C(=O)CN1CCCC1)C2	-6	4	/
Cn1cc(C=CC(=O)N2CCN(S(=O)(=O)c3ccc(Cl)c(Cl)c3)CC2)cn1	-6	0	-6
COc1ccc(-c2nc(CSc3cccc4cccnc34)cs2)cc1OC	-6	16	-2
CCOC(=O)C1CCN(C(=O)c2cc(-c3ccc(Cl)cc3)n(-c3cccc(C)c3)c2C)CC1	0	-13	1
O=C(O)CC1COCCN1C(=O)c1ccc(NC(=O)C2CCC2)cc1 (centres undefined)	-3	1	/
CCOC(=O)Cn1c(C)nc2c(C(=O)OCC)sc(C)c2c1=O	2	3	/
O=C(Nc1cccc2ccccc12)c1ccc2sc([C@H]3C[C@H](O)[C@@H](CO)O3)nc2c1	-7	0	-7
CC(C)OCCCNC(CC(=O)Nc1ccccc1Br)C(=O)O (centres undefined)	1	7	0
Cc1ccsc1CN(CCN(C)C)C(=O)c1cc(=O)c2ccccc2[nH]1	-6	-6	/
c1ccc(-c2ccc(CSC3=NCCN3)cc2)cc1	-2	6	/
Cc1[nH]n(-c2nc(-c3cccc([N+](=O)[O-])c3)cs2)c(=O)c1N=Nc1ccc(Cl)c(Cl)c1	-4	4	-5
C=CCn1cc(-c2c(-c3ccccc3)ncn2[C@H](CO)c2ccccc2)cn1	-4	8	-17
Cc1cc(C)c2c(N)c(-c3cc(=O)oc4c(C)c(O)ccc34)sc2n1	-3	8	-8
CC(=O)N1c2c(ccc3ccccc23)C(C)CC12CCCCC2 (centres undefined)	-7	-5	/
CCN1CCN(C(=O)c2ccc(CSc3nnc(-c4ccccc4[N+](=O)[O-])n3-c3ccc(C)cc3)cc2)CC1	-5	13	-6
COc1ccc(C(=O)NS(C)(=O)=O)c(Br)c1	-7	2	/
COC(=O)C(CCSC)n1cc2ncccc2c1O (centres undefined)	2	4	/
O=C(NC1CCOc2ccccc21)c1cc2c(s1)CCCC2 (centres undefined)	1	3	/
Cc1cccc(CC2SC(N3CCN(c4ccccc4)CC3)=NC2=O)c1 (centres undefined)	-4	9	-5
CC1(C(=O)NS(=O)(=O)Cc2ccccc2)CCN1C(=O)CCc1cccs1 (centres undefined)	-5	-3	-3
Following part:
SMILES	hcGAS lum	NPYLR7 ag	mcGAS inh
CC(=O)Nc1ccc(C(=O)CN2CCCSC2=Nc2ccccc2Cl)cc1	4	-2	/
Cc1nc(C(C)NC(=O)CCc2nnc(CCCc3ccccc3)o2)c(C)s1 (centres undefined)	-8	3	-6
COc1cc2c(cc1O)NC(=O)CC2c1ccc(-c2ccn[nH]2)s1 (centres undefined)	-5	14	/
COc1ccc(-c2c(C#N)c(N)n3c(nc4ccccc43)c2C#N)cc1OC	-2	11	-6
Cc1occc1C(=O)NCc1cccnc1N(C)C	-6	-3	/
COc1ccc(N(Cc2cccs2)Cc2nccn2C)cc1	-9	11	/
Cc1nn(-c2ccccc2)c(C)c1CNC(=O)COc1cc(Cl)ccc1Cl	4	-2	/
O=C1CC(N2CCN(S(=O)(=O)c3ccccc3)CC2)C(=O)N1c1cccc(Cl)c1 (centres undefined)	-2	3	-4
Cn1c(=O)c2c(nc(CN3CCN(c4ccccc4F)CC3)n2CC(=O)C(C)(C)C)n(C)c1=O	-5	-3	/
CCCCNCC(=O)N(CCc1ccc(OC)c(OC)c1)Cc1cccs1	0	-14	1
O=C(/C=C/c1ccco1)N1CC[C@@H](N2CCN(CCc3ccccc3)CC2)[C@H](O)C1	-10	6	/
COc1ccc2c(c1)C(=O)/C(=C\c1cc(OC)c3c(c1)OCCO3)CO2	-4	-3	/
CC(=O)OC(C(=O)N1CCC(Cc2ccc(F)cc2)CC1)c1ccccc1 (centres undefined)	-5	1	-8
COc1cccc(NC(=O)c2cn(CC(=O)NC3CCCC3)c3nc(C)ccc3c2=O)c1	-5	-1	-5
COc1cc(NC(=O)C(C#N)Cc2ccc3[nH]ccc3c2)cc(OC)c1OC (centres undefined)	-8	3	/
Cc1cc(O)c(C(c2cccc(F)c2)N2CCN(c3ccc(F)cc3)CC2)c(=O)n1Cc1ccco1 (centres undefined)	-10	11	/
CC(C)C1CN(C(=O)c2nn(C)c3ccccc23)CCC(=O)N1CC1CC1 (centres undefined)	-7	9	/
O=[N+]([O-])c1nn(-c2ccc3c(c2)OCCO3)n(O)c1=NC1CCCCCC1	1	-2	-5
CCc1csc(CNC(=O)c2ccc(N[C@@H]3C[C@@H](CO)N(C)C3)nc2)n1	-6	-3	-13
O=C(Nc1ccc(F)cc1F)Nc1ccc(F)cc1F	-6	-2	/
CCOc1ccccc1NC(=O)N1CCC(CCc2ccc(C(F)(F)F)cc2)CC1	1	18	-4
CCc1nc2ccc(C(=O)NCc3ccc(OC)cc3)cn2c1N(C)C(=O)c1cccc(OC)c1	-3	11	-2
CCNC(=O)C1(C)CCCN1C(=O)c1cccnc1SC (centres undefined)	-14	1	-8
O=C(NCCc1ccc(F)cc1)c1ccc(-c2cc(-c3ccc(Cl)cc3)[nH]n2)cc1	-2	/	-5
O=C(/C=C/c1ccncc1)NCc1ccc(Cl)s1	-10	13	-13
Next results.
SMILES	hcGAS lum	NPYLR7 ag	mcGAS inh
CCCNc1nccnc1-c1ccc2c(c1)OCO2	-7	-4	-2
CC1CN(c2ncnc3c2nnn3C)CC(C)O1 (centres undefined)	-7	12	/
CN(C1CCCC1)S(=O)(=O)CCn1nnc(-c2ccccc2)n1	-5	4	/
O=C(Cc1ccccc1)N1CCCC(OCc2ccc(C(F)(F)F)cc2)C1 (centres undefined)	-6	-8	-5
Cc1cccc(C2(C)Nc3ccccc3C(=O)N2C)c1 (centres undefined)	-5	12	/
COc1cc(CNn2nnnc2N)cc(Br)c1OCc1c(Cl)cccc1Cl	2	-12	-5
CCOC(=O)c1c(C)nn(-c2ccc(C(=O)NCCc3ccccc3)cc2)c1C	-4	5	-3
Cc1ccc(CN(Cc2ccc3c(c2)OCO3)Cc2cnc(C)[nH]2)cc1	-5	17	-16
CCC(CC)S(=O)(=O)Nc1cccc(C(=O)N(CC)CC)c1	-7	13	-17
CC(=O)NCCNC(=O)CC1(C)N=C(c2ccccc2C)N(C)O1 (centres undefined)	-5	8	/
O=C(NCCNC(=O)C1CCN(C(=O)Cc2ccccc2)CC1)c1ccccc1	2	2	-2
CC1=CC2=NS(=O)(=O)CCN2C=C1	-8	5	-6
O=C(c1csc(Cc2ccccc2)n1)N1CCCC(O)(CO)CC1 (centres undefined)	-2	1	-7
COc1ccc(OC)c(NC(=O)C2(C)CCN2Cc2cccc(OC)c2OC)c1 (centres undefined)	-5	6	/
Cc1ccc(OCC(=O)Nc2cc(C)nn2-c2nc3c(cnn3-c3ccccc3)c(=O)[nH]2)cc1	-6	/	-10
O=C(NC1CC1)C(c1ccccc1)N1CCN(S(=O)(=O)c2ccc(Cl)c(Cl)c2)CC1 (centres undefined)	-7	-6	-9
C=CCN(Cc1ccc2c(c1)OCCCO2)Cc1ccco1	-6	8	-25
NCC1Cc2cccc(-c3ccc4ncnc(N)c4c3)c2O1 (centres undefined)	-3	13	/
O=C(Cn1cnnn1)Nc1nc(-c2cccc3ccccc23)cs1	-11	0	/
COc1ccc(OC)c(C(=O)CSc2nnc(-c3ccncc3)n2-c2cccc(C(F)(F)F)c2)c1	-2	0	-4
CN(C(=O)NC1CC1)C1CCCC1S(C)(=O)=O (centres undefined)	2	-4	7
Cc1ccc(-c2n[nH]c(=S)n2CCC(=O)N2CCCC(C)C2)cc1 (centres undefined)	-8	0	-22
O=C(Nc1ccc(SCC(=O)N2CCOCC2)nn1)c1ccccc1F	-1	-8	/
Nc1ccccc1N1C(=O)CSC1=O	-1	6	-5
CCC(CC)NC(=O)CN(C)S(=O)(=O)c1ccc(F)cc1	-4	5	/

Reformatted: results already given.
> O=C(NCCNC(=O)C1CCN(C(=O)Cc2ccccc2)CC1)c1ccccc1
  hcGAS lum: 2 | NPYLR7 ag: 2 | mcGAS inh: -2

> CC1=CC2=NS(=O)(=O)CCN2C=C1
  hcGAS lum: -8 | NPYLR7 ag: 5 | mcGAS inh: -6

Next section.
SMILES	hcGAS lum	NPYLR7 ag	mcGAS inh
COC(=O)Cc1c(C)c2c(OCC(=O)c3ccc(F)cc3)cc(C)cc2oc1=O	-6	-10	-8
O=C(NCCc1ccc(O)cc1)C1CC=CCC1C(=O)N1CCc2c([nH]c3ccccc23)C1 (centres undefined)	2	-7	2
N#Cc1ccc(C=C2N=C(c3cccc(Br)c3)OC2=O)cc1	-4	8	-7
CC(C)c1ccc(NC(=O)C2CC=CCC2C(=O)N2CCc3ccccc3C2)cc1 (centres undefined)	-11	-4	-2
OCc1c(Cl)ncn1-c1cccc2ccccc12	-6	0	/
COc1cccc(N=C2SCC(C)(C)N2C(=O)C2CCCCC2)c1	-5	0	-8
Cc1cc(N2CCCCC2)nc(Nc2ccc(NC(=O)C3CCCC3)cc2)n1	4	1	/
C=CCc1cc(CNC(=O)CCc2cnn(C)c2)cc(OC)c1OC	-3	-8	/
O=C1COCc2ccc(-c3cnc4ccccc4c3)cc2N1CC1CC1	-8	5	/
O=C(CN1CCOC1=O)N1CCC2(CCCN(CCCc3ccccc3)C2)C1 (centres undefined)	-11	10	/
CC1(C(=O)Nc2cnc3ccccc3c2)CCN1Cc1ccc(OC(F)(F)F)cc1 (centres undefined)	-6	13	/
Cc1cc(C)cc(-c2nc3nc(C)cc(C)n3c2N)c1	-10	15	/
Cn1nnnc1Sc1nc(-c2ccccc2)c2ccccc2n1	-4	0	/
CN(C)C(CNC(=O)COC1CCCC1)c1ccc(Cl)cc1 (centres undefined)	-10	3	/
CN1C(=O)N(c2cccc3ccccc23)C(n2cncn2)C1(C)C (centres undefined)	-4	-2	/
Cc1cc(C)c2c(c1C(=O)N1CCc3ccccc3C1)CC(C)(C)C2=O	-4	-9	/
Cc1ccccc1S(=O)(=O)NC(=O)C1CCN(c2ccc(F)c(F)c2)C1=O (centres undefined)	-9	9	/
Cn1ccnc1SCc1cc(=O)c(OC(=O)c2ccccc2[N+](=O)[O-])co1	-6	8	-7
O=C(C1=C(O)C(=O)N(CCCN2CCOCC2)C1c1ccc(Cl)cc1)c1cccs1 (centres undefined)	-5	0	-6
Cc1ccc(S(=O)(=O)N2CCN(C(=O)CN3C(=O)NC4(CCC(C)CC4)C3=O)CC2)c(C)c1 (centres undefined)	-10	26	/
CCOc1ccc(C(CCc2ccccc2)NC(=O)c2cccnc2)cc1OCC (centres undefined)	-6	4	/
CC(C)=C1C2C=CC1C1C(=O)N(c3ccc(Cl)cc3[N+](=O)[O-])C(=O)C21 (centres undefined)	8	-2	/
CC(=O)N1CCN(C(=O)/C=C/c2cccc(OCc3ccccc3)c2)CC1	-5	10	-6
CC1CN(C2CCCCC2)c2nc3c(c(=O)n(CCN4CCCCC4)c(=O)n3C)n2C1 (centres undefined)	-8	7	/
c1ccc(CSc2ccc3nnc(-c4ccccn4)n3n2)cc1	-8	-2	-6

Rewritten field by field: 4 of the compounds above
Cn1ccnc1SCc1cc(=O)c(OC(=O)c2ccccc2[N+](=O)[O-])co1
  hcGAS lum: -6
  NPYLR7 ag: 8
  mcGAS inh: -7
c1ccc(CSc2ccc3nnc(-c4ccccn4)n3n2)cc1
  hcGAS lum: -8
  NPYLR7 ag: -2
  mcGAS inh: -6
Cc1ccc(S(=O)(=O)N2CCN(C(=O)CN3C(=O)NC4(CCC(C)CC4)C3=O)CC2)c(C)c1 (centres undefined)
  hcGAS lum: -10
  NPYLR7 ag: 26
  mcGAS inh: /
C=CCc1cc(CNC(=O)CCc2cnn(C)c2)cc(OC)c1OC
  hcGAS lum: -3
  NPYLR7 ag: -8
  mcGAS inh: /

(continued)
SMILES	hcGAS lum	NPYLR7 ag	mcGAS inh
Cc1nn(C)cc1CN(C)C(=O)CC(c1ccccc1)c1ccccc1	-10	-1	/
Cc1ccc(-n2c(SCc3cc(F)ccc3F)nnc2-c2cccc(C)c2)cc1	-1	-4	-3
COc1ccc2cc(C(=O)C3CCCN(C(=O)c4csnn4)C3)ccc2c1 (centres undefined)	-7&-3	2&2	-4
Cc1ncc(CN2CCC(N(C)Cc3nnc(C)n3C)C2)s1 (centres undefined)	-7	0	/
Cc1nn(CCCl)c(C)c1C(=O)O	-9	-3	-17
CCC(C)N(Cc1ccc(N(CC)CC)cc1OS(=O)(=O)c1ccc(NC(C)=O)cc1)C(=O)Nc1ccccc1OC (centres undefined)	-3	/	-5
Cc1ccn(-c2ccc(N3CCN(C(=O)c4ccc5ccccc5c4)CC3)nn2)n1	-4	-3	-8
N=C(N)c1ccc(N2CCN(C3CCN(CC(=O)O)CC3)CC2)cc1	-4	-7	/

High-throughput results as filed in PubChem.
